TRPM1 prom inh: inhibitors of MITF-driven TRPM1 promoter in melanoma cells; hit rate 0.83% among 330,000; AID 488899; inhibition, % at 12.5 µM; SK-MEL-5 TRPM1 promoter luciferase, 24 h;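 active means mean inhibition across replicates of 60% or more, whatever share of single replicates reaches that level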; further: values of inactives mirror those of a sister screen read the other way
KKLEB tox: CF airway cell cytotoxicity counter-screen | KKLEB CF airway cells viability, ATPlite luminescence, overnight; stronger effect = lower value; cells stimulated with P. aeruginosa culture filtrate | hit rate 0.36% among 360,000 | activity change (cytotoxicity), % at 5 µM;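 active means corrected activity change at or below -50% at 5 µM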
NR2E3 ag-1: activates human NR2E3 receptor; Q9Y5X4; CHO-S Gal4-NCOR/VP16-NR2E3 two-hybrid, luciferase; inhibition of corepressor binding, % at 3.98 µM; hit rate 0.35% among 360,000; AID 602229;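 active means inhibition above the mean of all tested compounds plus 3 SD, cut at about 70% in these data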;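 further: 0% = DMSO with NR2E3 transfected cells and 100% = cells lacking NR2E3 construct; higher means lower luciferase signal from less NR2E3 corepressor binding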
Target sequence (Q9Y5X4 whole entry, looked up, the tested form may be a part): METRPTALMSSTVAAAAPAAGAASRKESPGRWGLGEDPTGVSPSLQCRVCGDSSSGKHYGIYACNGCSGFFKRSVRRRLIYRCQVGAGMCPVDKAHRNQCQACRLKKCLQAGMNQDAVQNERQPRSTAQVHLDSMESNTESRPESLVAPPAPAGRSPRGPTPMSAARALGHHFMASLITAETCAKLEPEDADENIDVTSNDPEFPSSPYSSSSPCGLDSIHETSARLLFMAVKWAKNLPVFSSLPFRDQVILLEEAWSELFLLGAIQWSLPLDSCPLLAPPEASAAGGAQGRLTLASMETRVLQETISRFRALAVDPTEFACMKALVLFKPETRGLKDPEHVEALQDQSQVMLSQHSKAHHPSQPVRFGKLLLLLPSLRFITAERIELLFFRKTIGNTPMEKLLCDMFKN
Peg3 promoter: Peg3 promoter activity inhibition | HeLa PEG-Prom luciferase reporter, luminescence, overnight | inhibition, % at 20 µM | hit rate 1.7% among 360,000 | AID 588405;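 active means inhibition of at least 50% at 20 µM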
LMP1 NFkB inh: Epstein-Barr LMP1 NF-kappaB reporter inhibition | hit rate 0.69% among 350,000 | LMP1-induced NF-kappaB luciferase reporter cells, luminescence | inhibition, % at 12.5 µM; in the data active means inhibition above about 41%;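 further: 0% = neutral control wells and 100% = reference inhibitor control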
CF NFkB inh: cystic fibrosis NF-kB activation inhibition; KKLEB NF-kB-GFP reporter, PAF-induced, GFP fluorescence overnight; inhibition, % at 5 µM; hit rate 0.86% among 360,000; AID 588850;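 active means at least 50% inhibition at 5 µM, scaled per plate between neutral and stimulator controls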;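 further: PAF is a Pseudomonas aeruginosa culture filtrate used as stimulus; plate controls were PAF-stimulated DMSO wells for no effect and unstimulated DMSO wells for full effect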
HIF-2a inh: HIF-2a inhibition. 786-0 RCC cells HIF-2a reporter, luciferase luminescence, overnight. inhibition, % at 18.8 µM. hit rate 0.72% among 360,000. AID 624352;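 active means inhibition of the luminescence signal of 40% or more relative to plate controls, in a single-dose primary screen at 18.75 µM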
TRAIL sens C8: sensitizes caspase-8 expressing cells to TRAIL; NB7+C8 cells + TRAIL, ATPlite viability luminescence; inhibition (viability loss, TRAIL sensitization), % at 10 µM; hit rate 1% among 360,000; AID 624354;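 active means compounds causing at least 50% loss of cell viability in the single-dose screen, relative to plate controls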
NR2E3 ag-2: activates human photoreceptor nuclear receptor NR2E3 | Q9Y5X4 | GST-NR2E3/biotin-RetCOR TR-FRET, 1536-well | inhibition of corepressor binding, % at 4.78 µM | hit rate 0.12% among 320,000 | AID 2300;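 active means percent inhibition above the cutoff of mean plus 3 SD of all tested compounds, set per screening campaign, cut at about 20% in these data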;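 further: 0% = DMSO wells and 100% = biotin wells as full block of FRET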
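Material: NR2E3–RetCOR corepressor complex / Incubation: Compound–protein incubation for 5 h at 4 °C / Dosing: compound at 4.8 µM, single dose / Detection: time-resolved FRET / Benchmarks: high control biotin, low control 0.6% DMSO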
Shn3 3UTR inh: Schnurri-3 reporter inhibition in Clone20 osteoblasts; Clone20 osteoblast Shn3 3'UTR firefly luciferase, 24 h; inhibition, % at 12.5 µM; hit rate 0.52% among 360,000;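 active means mean inhibition of at least 75% with every replicate also reaching 75%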;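 further: 0% = median of neutral control wells and 100% = pilot-screen positive control compound; some compounds past the cut are filed as inactive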
iPSC survival up: increases survival of single human iPS cells. hit rate 0.044% among 360,000. hiPSC single-cell survival, ATPlite luminescence; 100% = ROCK inhibitor wells, 0% = DMSO. survival enhancement, % at 20 µM. AID 602274; in the data active means survival enhancement above about 18%;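 further: cells exposed to compounds for 16 hours before the ATP read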
Starred values were filed as active, the others as inactive; nt = no result given; & = joins results of further samples.

SMILES	TRPM1 prom inh	KKLEB tox	NR2E3 ag-1	Peg3 promoter	LMP1 NFkB inh	CF NFkB inh	HIF-2a inh	TRAIL sens C8	NR2E3 ag-2	Shn3 3UTR inh	iPSC survival up
CCCCN(CC)C(=O)Cc1c(C(=O)O)[nH]c2ccc(Cl)cc12	-2	2	15	10	-1	3	5	-18	2	-4	2.8
O=C1CCCN1CC(CN1CCOCC1)Sc1nnnn1-c1ccccc1 (configuration not stated)	-3&-6	-14&11	-6&0	-6&7	-3&5	5&4	-2&11	-15&3	1	-4&-15	-1.8&3.9
COC(=O)CCN(C(=O)C1C2CC3CC(C2)CC1C3)c1ccccn1 (configuration not stated)	-6	-12	-25	5	11	8	10	-10	-3	5	-0.1
COCCNC(=O)C(=O)NNC(=O)COc1ccc(OC)cc1	-4	1	-18	-7	12	-27	0	-4	2	8	-1.3
CSc1ccccc1OCc1cc(C(=O)N2CCCC(C)C2)no1 (configuration not stated)	-159	7	-174	-337	-30	-21	-255	9	-4	2	-0.3
COc1ccc(CN2CCC(C(=O)NC(C)c3cccc4ccccc34)CC2)cc1 (configuration not stated)	nt	-20	-8	-9	nt	-12	2	-19	nt	-17	-3.7
O=C(CSc1nnc(-c2ccccc2O)o1)N1CCCCC1	-38	8	-63	-125	-3	10	-128	41	-1	-32	-0.4
CN(Cc1ccccc1F)c1cc2c(c3c1ccn3C)C1CCC2O1 (configuration not stated)	nt	-16	-11	33	nt	42	11	-3	nt	2	4.7
CC(Oc1ccccc1F)C(=O)NNC(=O)CCNC(=O)c1ccccc1Cl (configuration not stated)	1	10	0	-19	1	2	1	-16	0	0	-0.5
Cc1cccc(-c2nc(CSCC(=O)N3CCN(c4ccccn4)CC3)c(C)o2)c1	14	12	78*	23	11	0	20	13	-2	15	2.8
CCCC(c1nnnn1C1CCCCC1)N1CCN(C2CCCC2)CC1 (configuration not stated)	-1	5	-17	7	3	-4	15	0	3	-4	-1.3
Brc1cccc(OCCn2ccnc2)c1	3	3	6	17	-1	-9	9	11	-2	1	7.3
COC(=O)C1CCN(S(=O)(=O)c2cc3c4c(c2)CCN4C(=O)CC3)CC1	-2	7	5	-17	2	17	-10	5	nt	5	-0.2
NC(=O)c1cc(Cl)cn(-c2ccccc2)c1=O	nt	-5	-10	12	-7	-10	7	2	4	18	2.6
CCc1sc(C(=O)NCc2ccccc2)cc1C	-14	-2	-9	-45	9	1	-75	6	4	-20	0.1
O=C(N/N=C/c1cc(Cl)cc([N+](=O)[O-])c1O)c1cc(-c2ccccn2)nc2ccccc12	14	0	-10	32	19	14	29	8	-2	29	0.4
O=S(=O)(NCc1ccc2c(c1)OCO2)c1cccc(S(=O)(=O)N2CCOCC2)c1	-4	-9	-11	6	-1	6	16	-3	-1	-4	0.6
Cc1cc(C)n(Cc2cccc(C(=O)N/N=C/c3cccnc3)c2)n1	13	7	-4	-21	-5	6	-44	13	nt	0	-0.5
CN(Cc1ccccc1)S(=O)(=O)c1ccc(Cl)c(C(=O)NCc2ccncc2)c1	7	-6	7	1	10	16	9	-6	-1	22	-0.2
Cc1cccc(C)c1-n1nnnc1SCC(=O)c1c(N)n(C2CC2)c(=O)[nH]c1=O	5	10	-9	3	4	-8	8	29	nt	15	-0.4
CNC(=O)c1oc(-c2ccccc2)nc1C	2	7	-4	12	-3	-14	9	-2	-4	-11	-0.4
O=C(c1ccc(COCC(F)(F)F)o1)N1CCCC1	9	-5	0	-23	5	-7	13	5	-5	-21	0.0
Cc1ccc(S(=O)(=O)Nc2ccc(-n3cnnn3)cc2)cc1	-4	-17	3	-15	4	-1	2	-7	3	-8	-0.3
COC(C[C@@H]1O[C@H]1C(=O)[C@@H](C)OCc1ccccc1)OC	3	1	13	5	-6	-5	-17	8	4	-25	-0.9
CCOC(=O)C1CCN(C(=O)Nc2cccc(OC)c2)CC1	-5	6	-29	-11	5	-13	13	21	0	-19	0.0

The listing continues.
SMILES	TRPM1 prom inh	KKLEB tox	NR2E3 ag-1	Peg3 promoter	LMP1 NFkB inh	CF NFkB inh	HIF-2a inh	TRAIL sens C8	NR2E3 ag-2	Shn3 3UTR inh	iPSC survival up
COc1ccc(NC(=O)CC2C(=O)N(c3ccc(OC)cc3)C(=O)N2C(C)C)cc1 (configuration not stated)	-5	-8	-18	-18	-16	-14	-20	5	0	-5	3.7
CCS(=O)(=O)c1ccc(O)c(NC(=O)COc2ccc(Br)cc2)c1	-18	-8	0	-17	9	0	-21	1	0	-15	1.4
CC(=O)c1ccc(NC(=O)C(C)OC(=O)CCCN=C2NS(=O)(=O)c3ccccc32)cc1 (configuration not stated)	-1	7	-7	-4	-2	2	-1	-1	-1	9	0.0
O=C(CN1C(=O)NC(Cc2c[nH]c3ccccc23)C1=O)NCCc1ccccc1 (configuration not stated)	-5	2	-7	-2	11	-12	8	-27	-5	3	2.0
Cc1ccc(CN2CCN(/N=C\C=C\c3ccccc3)CC2)cc1	10	-10	-15	-43	-6	-2	-35	-6	-2	7	-0.2
CCSc1cnn(-c2ccccc2)c(=O)c1Cl	-3	-2	10	-12	-5	1	-51	-6	0	-11	37*
CN(Cc1ccno1)Cc1cn(Cc2ccccc2)nc1-c1ccc2c(c1)OCO2	-8	-12	-16	4	2	2	16	-2	0	-16	-0.1
CC1(C(=O)Nc2ccc3ccccc3c2)CCC(=O)N1CCc1c[nH]c2ccccc12 (configuration not stated)	nt	0	19	28	nt	0	21	-4	nt	11	2.2
COc1ccc(/C=C/C(=O)NCc2ccccn2)cc1	-13	12	-19	-39	0	-11	-55	-9	-4	-21	0.2
O=C(CN1C2=NCCN2c2ccccc21)C12CC3CC(CC(C3)C1)C2	-4	-8	13	6	4	6	10	9	5	20	-2.6
COc1ccc(NC(=O)CSc2nnc(-c3ccccn3)n2Cc2ccco2)cc1OC	1	8	-5	5	7	-18	8	1	1	5	1.2
COc1ccccc1CCNC(=O)c1ccc(NC(=O)CC2SC(N3CCCC3)=NC2=O)cc1 (configuration not stated)	-1	9	13	-5	1	8	9	-5	1	-8	-0.4
CC(=O)N(C)Cc1ccc(C(=O)CSc2nnc(C3CC3)n2C2CC2)cc1	5	8	-5	7	-2	-1	11	-7	2	-3	0.0
CCN1CCc2nc(NC(=O)Cc3ccc4c(c3)OCCO4)sc2C1	-1	2	-8	-24	-2	11	14	-7	-5	6	2.0
C=CCn1c(-c2ccc(C)cc2)nc2ccccc21	-28	-2	-36	-98	-5	-15	-148	23	1	-44	1.1
O=C(NC(Cc1ccccc1)C(=O)O)c1ccc(S(=O)(=O)N2CCCC2)cc1 (configuration not stated)	10	4	-2	11	-6	-5	16	1	-2	-27	-2.7
C/C(=N/NC(=O)c1ccoc1C)c1ccc(N2CCOCC2)cc1	-21	4	-117	-50	-10	3	-67	4	0	-17	1.0
CN(C)C(=O)c1ccc(Nc2nnc(-c3ccc(O)cc3)c3ccccc23)cc1	4	2	0	10	2	-10	9	4	-2	-11	-0.4
CCOC(=O)c1c(O)c(Cl)c(C)[nH]c1=O	1	7	-19	14	-8	3	21	-4	1	8	-0.5
CC(Sc1ccc(Cl)cc1)C(=O)Nc1ccccc1-c1ccccc1 (configuration not stated)	19	0	9	26	0	-7	20	13	0	9	-1.9
Cc1ccc(NC(=O)C2(C)CCN2Cc2ccc(OC(C)C)cc2)cc1 (configuration not stated)	nt	6	6	17	nt	-4	-1	4	nt	27	1.2
O=C(NCc1cccnc1)Nc1ccc(Br)cc1	-25	-2	-59	-101	0	19	-102	-14	0	-18	0.9
Cc1cc(C)n(CC(O)COc2cccc(OCC(O)Cn3nc(C)cc3C)c2)n1 (configuration not stated)	4	-3	-11	10	4	3	4	10	4	9	0.7
CCOCCCNC(=O)c1cc2c(=O)[nH]c3ccccc3c2s1	-3	2	-12	-5	-10	-15	-8	-6	3	2	0.1
CCCCn1c(SCC(=O)NCCOC)nc2ccc(N3CCOCC3)cc2c1=O	3	-18	6	3	-21	-3	-14	-22	0	7	0.2

Rewritten with two lines to a compound: 4 of the compounds above.
Each structure is followed by: TRPM1 prom inh, KKLEB tox, NR2E3 ag-1, Peg3 promoter, LMP1 NFkB inh, CF NFkB inh, HIF-2a inh, TRAIL sens C8, NR2E3 ag-2, Shn3 3UTR inh, iPSC survival up
O=C(CN1C(=O)NC(Cc2c[nH]c3ccccc23)C1=O)NCCc1ccccc1 (configuration not stated)
 : -5, 2, -7, -2, 11, -12, 8, -27, -5, 3, 2.0
CCSc1cnn(-c2ccccc2)c(=O)c1Cl
 : -3, -2, 10, -12, -5, 1, -51, -6, 0, -11, 37*
CCCCn1c(SCC(=O)NCCOC)nc2ccc(N3CCOCC3)cc2c1=O
 : 3, -18, 6, 3, -21, -3, -14, -22, 0, 7, 0.2
O=C(NCc1cccnc1)Nc1ccc(Br)cc1
 : -25, -2, -59, -101, 0, 19, -102, -14, 0, -18, 0.9

Other compounds
SMILES	TRPM1 prom inh	KKLEB tox	NR2E3 ag-1	Peg3 promoter	LMP1 NFkB inh	CF NFkB inh	HIF-2a inh	TRAIL sens C8	NR2E3 ag-2	Shn3 3UTR inh	iPSC survival up
COc1cccc(C2CC(C(F)(F)F)n3ncc(C(=O)O)c3N2)c1 (configuration not stated)	19	2	11	23	28	-7	17	9	-2	4	0.7
O=C(c1cc(Cl)ccc1Cl)N1CCN(c2ccccn2)CC1	7	6	8	1	-6	-1	-3	-24	-1	-4	-1.1
O=C(Nc1cccnc1)c1cn(-c2ccccc2)nc1-c1cccs1	-56	1	-40	-116	-7	8	-190	39	7	-19	-1.7
O=C(c1ccc(CS(=O)c2ccccc2Cl)o1)N1CCN(c2ccccc2)CC1 (configuration not stated)	4	-19	7	6	3	30	7	20	-1	10	-0.1
CCCOc1ccc(N2C(=O)CC(SCCc3nc4ccccc4[nH]3)C2=O)cc1 (configuration not stated)	4	11	12	12	0	-17	2	0	1	4	-0.1
CCC(C(=O)NCc1cccs1)n1nc(C)n2c(cc3occc32)c1=O (configuration not stated)	-7	7	5	20	2	-13	10	-4	-1	-3	0.0
CCOc1cccc(C(=O)Nc2ccc(N3CCCC3)cc2)c1	-4	-6	-13	-52	0	-7	-25	0	-1	-14	-0.2
Cc1ccc(-n2nc3ccc(N)cc3n2)c(C)c1	6	5	-19	-174	9	-37	56*	33	3	14	-0.6
COc1cc(-c2nc(C(=O)NC3CCN(Cc4ccccc4)CC3)cc3c2[nH]c2ccccc23)cc(OC)c1OC	7	-10	-17	39	-2	34	4	14	1	58	-3.0
CCOC(=O)c1c(NC(=O)Cn2nc(C(=O)O)c3ccccc3c2=O)sc(CC)c1C	-8	-18	-45	8	2	19	12	11	8	-1	-0.6
Cc1ccc(N2C(=O)c3ccc(N)cc3C2=O)cc1	-46	3	-99	-216	-7	2	-211	10	-1	-86	-3.1
CC(=O)Nc1ccc(C2(O)COc3ccccc3O2)cc1 (configuration not stated)	-35	1	-12	-49	-11	-3	-92	14	-1	-22	-0.9
CNc1nnc(-c2ccc(OC)cc2)s1	-45	-11	-50	-137	-20	2	-164	9	0	-65	-0.6
COc1ccc(C(=O)COC(=O)CCNS(=O)(=O)c2ccccc2)c(OC)c1	-3	10	2	-17	2	9	11	4	-4	5	-0.3
COc1ccccc1N1CCN(c2ncnc3nc[nH]c23)CC1	-25	17	-18	8	4	-6	2	-11	5	-31	3.3

Compound activity: PubChem BioAssay, several laboratories

This is a subset, so the mix of outcomes need not match the whole.
